Compound activity deposited in PubChem BioAssay by several laboratories.
FLuc inh counter = firefly luciferase enzyme inhibitors, primary screen, artefact control for luciferase-based inhibitor screens, biochemical, luminescence, ATPLite. Luciferin 4-monooxygenase (Photinus pyralis), P08659. 10 min. inhibition, % at 10 µM. 200,000 compounds, 1.5% hits. AID 1006, 2008;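 active = inhibition above about 50% when tested at 10 µM, limit read from the data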
Target sequence (P08659 whole entry, looked up): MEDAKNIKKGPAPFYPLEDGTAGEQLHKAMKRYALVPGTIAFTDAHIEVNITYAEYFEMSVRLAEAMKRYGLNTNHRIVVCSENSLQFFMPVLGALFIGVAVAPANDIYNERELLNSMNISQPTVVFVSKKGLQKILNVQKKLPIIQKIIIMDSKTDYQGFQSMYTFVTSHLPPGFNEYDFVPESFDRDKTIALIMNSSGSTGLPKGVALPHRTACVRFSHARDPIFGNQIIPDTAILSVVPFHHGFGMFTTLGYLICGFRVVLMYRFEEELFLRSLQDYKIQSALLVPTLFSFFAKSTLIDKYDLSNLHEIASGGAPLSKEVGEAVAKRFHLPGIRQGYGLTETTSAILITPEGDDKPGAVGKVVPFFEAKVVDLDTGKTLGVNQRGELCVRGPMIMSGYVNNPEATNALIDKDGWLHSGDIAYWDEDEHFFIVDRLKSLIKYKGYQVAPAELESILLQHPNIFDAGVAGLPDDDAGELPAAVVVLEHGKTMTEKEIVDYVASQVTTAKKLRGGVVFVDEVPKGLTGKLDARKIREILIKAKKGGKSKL
FLuc stim CS = FLuc activators, initial screening, artefact control for FLuc-dependent activation tests, biochemical, ATPlite luminescence; Luciferin 4-monooxygenase (Photinus pyralis), P08659; ATPlite luciferase biochemical, 10 min; 0 = ATP-free wells, 1 = DMSO control; activation factor at 10 µM; 200,000 tested, under 10 active; AID 1027, 2008;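 active = luciferase activation factor, scaled between plate controls, of at least 2 with compound at 10 µM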
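test system = cell-free luciferase reagent | medium = PBS as buffer for the ATP substrate | dosing = test compounds dosed from 2 mM stocks in 100% DMSO | incubation = 10 min at ambient temperature | detection = luminescence measurement of luciferase light output | benchmarks = low control with PBS replacing ATP, high control enzyme plus ATP without compound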
STAT1 act = STAT1 signaling activators, primary screen, cell-based, HTS, luciferase reporter; NIH 3T3 STAT1-luciferase reporter, IFN-gamma, luminescence; 100% = IFN-gamma alone, no compound; activation (% of control), % at 5.5 µM; 200,000 compounds, 2.6% hits; AID 932, 2007;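 active = activation above the screen-wide mean activation plus 3 SD, cut at about 130% in these data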;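 also: raw ratio to IFN-gamma control signal so 100% means no change and 0% no light; values of inactives mirror those of a sister screen read the other way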
APP 5'UTR act = activators of APP 5'UTR luciferase reporter, primary screen, SH-SY5Y cells; SH-SY5Y APP 5'UTR luciferase reporter, luminescence; zero percent = DMSO vehicle wells; 190,000 compounds, 1% hits; activation, % at 2 µM;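 active = activation above a set limit, based on mean plus 3 SD of controls, cut at about 140% in these data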; also: values of inactives mirror those of a sister screen read the other way
STAT3 activator = IL-6 driven STAT3 reporter potentiators, primary screen, U3A cells, luciferase, luminescence, MLSCN library. AID 871, 2007. 190,000 compounds, 0.91% hits. IL-6 STAT3-luciferase reporter; 100% = signal with IL-6 EC80 alone. activation (% of control), % at 5.6 µM;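 active = activation above the screen-wide mean of compound activation plus 3 SD, cut at about 130% in these data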;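 also: 0% = background luminescence of wells with medium and substrate only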
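system = STAT3-luciferase reporter U3A cells | reagent = IL-6 stimulus at 33 ng/mL final | timing = 1 h compound pre-exposure, 6 h IL-6 stimulation, 37 °C | measured by = luminescence | evaluation = % activation versus median of IL-6-stimulated wells | control set = IL-6-only wells as 100% reference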
ROMK primary = ROMK potassium channel modulators, primary screen, cell-based, thallium flux, MLSMR library; ATP-sensitive inward rectifier potassium channel 1 (Homo sapiens), P48048; Tet-inducible ROMK, thallium flux fluorescence; actives lie on both sides; B-score at 10 µM; 130,000 compounds, 2% hits; AID 1918, 2009;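 active = signal ratio slope over the read window, or its plate-corrected B-score, at least 3 SD from the plate mean, either direction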;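 also: B-score of the F/F0 ratio slope over 7 to 12 s after thallium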
Target sequence (P48048 whole entry, looked up): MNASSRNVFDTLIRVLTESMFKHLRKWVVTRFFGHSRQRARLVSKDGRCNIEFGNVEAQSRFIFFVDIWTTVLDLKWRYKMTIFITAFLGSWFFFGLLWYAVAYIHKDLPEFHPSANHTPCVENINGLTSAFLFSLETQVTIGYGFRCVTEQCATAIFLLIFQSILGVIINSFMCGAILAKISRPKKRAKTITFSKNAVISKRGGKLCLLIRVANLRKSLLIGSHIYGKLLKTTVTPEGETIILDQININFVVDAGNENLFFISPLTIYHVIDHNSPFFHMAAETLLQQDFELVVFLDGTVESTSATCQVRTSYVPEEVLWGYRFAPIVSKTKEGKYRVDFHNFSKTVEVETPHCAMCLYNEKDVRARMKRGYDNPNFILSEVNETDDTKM
STAT3 blocker = IL-6 driven STAT3 reporter inhibitors, primary screen, U3A cells, luciferase, luminescence, MLSCN library; inhibition, % at 5.5 µM; AID 862, 2007; 190,000 compounds, 0.89% hits; IL-6 STAT3-luciferase reporter; host cell line lacks STAT1;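 active = inhibition above the mean inhibition across all screened compounds plus 3 SD, cut at about 44% in these data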;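 also: 0% = DMSO only wells and 100% = 100 µM nifuroxazide control wells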
STAT1 blocker = STAT1 signaling inhibitors, primary screen, cell-based, HTS, luciferase reporter; 200,000 compounds, 0.35% hits; inhibition, % at 5.5 µM; NIH 3T3 STAT1-luciferase reporter, IFN-gamma, luminescence;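 active = inhibition above a set limit, the mean inhibition across all tested compounds plus 3 SD, cut at about 34% in these data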;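 also: 0% = IFN-gamma with DMSO and 100% = IFN-gamma with 300 µM nifuroxazide; values of inactives mirror those of a sister screen read the other way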
APP 5UTR inh = inhibitors of APP translation via 5'UTR reporter, primary screen, APP 5'UTR luciferase, SH-SY5Y cells; AID 1285, 2008; inhibition, % at 2 µM; 190,000 compounds, 0.82% hits; SH-SY5Y APP 5'UTR-luciferase reporter, luminescence;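 active = inhibition above a set limit, derived from the sample mean plus 3 SD, cut at about 45% in these data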; also: values of inactives mirror those of a sister screen read the other way
NF-kB neuron act = activators of NF-kB expression in neurons, primary screen, cell-based, HTS; human neuronal cells, NF-kB reporter expression; active compounds read high; fold change at 12.5 µM; 190,000 compounds, 1.6% hits; in the data active = fold change above about 3.3
* hit, by the source's call; / = not tested or not shown; & = joins results of further samples.

SMILES	FLuc inh counter	FLuc stim CS	STAT1 act	APP 5'UTR act	STAT3 activator	ROMK primary	STAT3 blocker	STAT1 blocker	APP 5UTR inh	NF-kB neuron act
CC(=O)c1cccc(N/C=C\C(=O)c2ccc(C)cc2)c1	91*	0.1	180*	155*	81	/	26	-90	-155	6.7*
CCN(CC)CCCNC(=O)c1ccc(OCC(=O)Nc2ccccc2C(F)(F)F)c(OC)c1	-4	1	99	-5	101	-1.1	0	0	5	0.88
O=C(O)c1cccc(N2CCCCS2(=O)=O)c1	0	1	99	8	94	/	11	1	-8	1.2
O=C(COC(=O)c1cccnc1)c1ccc(Cl)cc1	47	0.5	112	-4	95	2.3	8	-13	4	1.2
CC(=O)Nc1ccc(NC(=O)C(=O)c2cn(CC(=O)N3CCCCC3)c3ccccc23)cc1	4	1	102	6	104	/	-1	-3	-6	0.7
COc1cc(C(C[N+](=O)[O-])c2c(C)[nH]c3ccccc23)cc(OC)c1OC (configuration not stated)	-3	1	87	5	142*	/	-48	14	-5	1
CC(CCc1ccccc1)NC(=O)c1ccc(NC(=O)c2cccc(Br)c2)cc1 (configuration not stated)	-7	1.1	95	14	92	0.29	8	7	-14	1.1
Cc1cc(C(=O)Cn2cnc3cc([N+](=O)[O-])ccc3c2=O)c(C)n1CC1CCCO1 (configuration not stated)	2	1	102	6	99	-1.2	8	-3	-6	0.77
Cn1c2c(c(=O)n(C)c1=O)CN(Cc1ccc(F)cc1)CN2	-8	1.1	89	10	101	/	4	12	-10	1.4
Cc1cc(NS(=O)(=O)c2ccc(NC(=O)c3ccco3)cc2)nc(C)n1	-6	1.1	106	11	108	0.86	-13	-7	-12	1.3
S=C(NCCc1ccccn1)Nc1ccc(Cl)c(Cl)c1	-7	1.1	98	-5	86	/	19	2	6	1.1
Cc1ccc(-n2ncc(Br)c(Br)c2=O)cc1	8	0.9	114	-95	90	-0.05	21	-17	94*	0.15
CCn1nccc1C(=O)Nc1ccc(Cl)c(Cl)c1	-5	1.1	108	-1	99	-1.4	4	-9	1	1.7
Oc1ccc(C2=NNC(=NCc3ccc4c(c3)OCO4)SC2)c(O)c1	-5	1.1	115	-27	112	/	-13	-17	27	1.5
COc1ccc(CCN2C(=O)c3cccc4c(C(=O)N5CCCCC5)ccc(c34)C2=O)cc1OC	-6	1.1	98	-11	89	/	12	2	11	0.26
CC(=NC1CCN(Cc2ccccc2)CC1)c1c(O)[nH]c(=O)[nH]c1=O	-7	1.1	95	5	105	/	2	6	-5	1.2
CCCS(=O)(=O)c1snnc1C	-7	1.1	104	5	104	0.5	0	-5	-5	1.1
Cc1ccc2c(C)nc(SC(C(=O)c3ccccc3)c3ccccc3)nc2c1 (configuration not stated)	0	1	94	1	106	0.013	-7	7	-1	1
Cc1nc(SC2C=CS(=O)(=O)C2)n[nH]1 (configuration not stated)	-7	1.1	102	6	98	1.3	3	0	-6	1
CC(C)OC(=O)c1cccc(NC(=O)c2ccccc2)c1	27	0.7	95	20	98	-0.51	5	5	-20	1.3
COC(=O)c1cnn(-c2cc(Oc3ccccc3)ncn2)c1N	3	1	126	-1	115	0.1	-13	-29	1	1.9
Cc1cccc(N2CCC(N3CCN(C4CCCCC4)C(CCO)C3)CC2)c1C (configuration not stated)	-6	1.1	102	-6	92	-2.3	14	-3	6	0.67
O=C(OCCN1CCOCC1)c1cccnc1	-7&-10	1.1&1.1	94&99	12&-10	100&103	0.28&0.52	2&-3	6&1	-12&10	1&1
COc1cccc(CNC(=O)C2CCCN(c3nc4ccccc4o3)C2)c1 (configuration not stated)	-2	1	101	-11	105	-0.11	-1	-1	11	0.91
O=C(Nc1ccc(F)c(F)c1)c1ccc(F)c(S(=O)(=O)N2CCOCC2)c1	-7	1.1	87	-2	65	/	46*	14	2	0.83

Three entries already listed, ordered by heavy-atom count, highest first:
SMILES	FLuc inh counter	FLuc stim CS	STAT1 act	APP 5'UTR act	STAT3 activator	ROMK primary	STAT3 blocker	STAT1 blocker	APP 5UTR inh	NF-kB neuron act
CC(CCc1ccccc1)NC(=O)c1ccc(NC(=O)c2cccc(Br)c2)cc1 (configuration not stated)	-7	1.1	95	14	92	0.29	8	7	-14	1.1
Oc1ccc(C2=NNC(=NCc3ccc4c(c3)OCO4)SC2)c(O)c1	-5	1.1	115	-27	112	/	-13	-17	27	1.5
O=C(O)c1cccc(N2CCCCS2(=O)=O)c1	0	1	99	8	94	/	11	1	-8	1.2

Following part
SMILES	FLuc inh counter	FLuc stim CS	STAT1 act	APP 5'UTR act	STAT3 activator	ROMK primary	STAT3 blocker	STAT1 blocker	APP 5UTR inh	NF-kB neuron act
O=S(=O)(Cc1ccccc1Cl)N1CCCCC1	-4	1	94	18	98	-0.39	6	7	-18	1
c1ccc(CNc2ccc(CNc3ncn[nH]3)cc2)cc1	1	1	117	13	101	-0.69	2	-19	-13	1.3
O=C(NCCCN1CCCCCC1)c1ccc2c(Cl)c3c(nc2c1)CCCC3	-2	1	109	-7	103	/	-2	-11	7	1.4
CSc1nc(C)c(CCOC(=O)c2cccc(C)c2)c(=O)[nH]1	0	1	103	-8	97	/	10	-3	8	0.99
CC1Cc2ccccc2N1S(=O)(=O)c1cnc[nH]1 (configuration not stated)	-6	1.1	102	-19	104	/	2	-1	19	0.95
Cc1cccc(NC(=O)c2ccc(C3SCC(=O)N3CCc3ccccc3)cc2)c1 (configuration not stated)	0	1	91	-11	94	/	7	10	11	1.2
O=C(O)c1cccc(-c2ccc(/C=N/NC(=O)C3COc4ccccc4O3)o2)c1 (configuration not stated)	6	0.9	104	3	101	/	6	-6	-3	1.2
CCOC(=O)C1=C(C)Nc2ccc(C)cc2S1	-4	1	105	7	128	/	-31	-5	-7	0.8
CCC(=O)Nc1nc(CC(=O)Nc2ccccc2)cs1	-8	1.1	102	-13	101	-0.27	6	-2	13	1.2
c1ccc(-c2cnc(SCCN3CCOCC3)n2CC2CCCO2)cc1 (configuration not stated)	-6	1.1	101	30	105	0.95	-2	0	-30	1.2
CCOC(=O)N1CCC(c2cc(=O)n3[nH]c(C)c(-c4ccc(F)cc4)c3n2)CC1	-6	1.1	96	-8	94	/	13	4	8	0.85
CC(=O)Nc1cccc(NS(=O)(=O)c2cccc3nsnc23)c1	-1	1	104	12	98	0.12	6	-6	-12	0.89
C=CCNc1nnc(SC2CC(=O)N(c3ccc(OCCC)cc3)C2=O)s1 (configuration not stated)	-10	1.1	98	20	107	-0.1	-8	3	-20	1.2
NC(=O)C1CCN(C(=O)CSc2ncccn2)CC1	-4	1	106	16	101	1	1	-8	-16	0.87
CC(=O)Nc1ccc(NC(=S)NC(=O)c2oc3ccccc3c2C)cc1	-8	1.1	102	7	94	-0.68	10	-2	-7	1.2
Cc1csc2ncnc(NCCc3ccccn3)c12	0	1	67	20	40	-1.4	72*	35*	-20	0.97
COc1ccc2cc(CN(Cc3ccco3)C(c3nnnn3C3CCCCC3)C(C)C)c(=O)[nH]c2c1 (configuration not stated)	-2	1	100	-1	106	/	-3	0	1	0.75
O=C(NCc1cccnc1)C(=O)Nc1ccc2c(c1)OCO2	3	1	114	2	104	0.81	-2	-15	-2	1.7
CCN(CC)c1ccc(/C=N/N2CCN(Cc3ccc(C)cc3)CC2)c(O)c1	-1	1	106	24	102	-0.52	5	-7	-24	1.2
O=C(Nc1nnc(-c2ccco2)o1)c1ccc(N2C(=O)CCC2=O)cc1	0	1	99	25	95	-0.88	11	3	-26	1.3
COC(OC)c1ccnc(-c2ccc(OC(=O)c3ccc(F)cc3)cc2)n1	-2	1	99	-7	93	-0.53	11	0	7	1.2
COc1ccccc1Cn1c(=O)c2ccccc2n2c(Sc3ncnc4sccc34)nnc12	-5	1	95	-6	103	/	-1	5	6	1.5
O=C(NCc1ccc(Cl)cc1)c1cnn2ccccc12	21	0.8	131*	77	106	/	3	-34	-77	2.4
CCOC(=O)c1ccc2ncc(C(=O)OCC)c(NCc3ccco3)c2c1	-4	1	110	2	81	3.3*	24	-11	-2	0.9
CC(C)CN(CC(C)C)C(=O)Nc1ccccc1F	-4	1	97	-20	100	0.0089	10	2	20	1

Next part
SMILES	FLuc inh counter	FLuc stim CS	STAT1 act	APP 5'UTR act	STAT3 activator	ROMK primary	STAT3 blocker	STAT1 blocker	APP 5UTR inh	NF-kB neuron act
CCOC(=O)c1ccc(NC(=O)CC2COc3ccccc3O2)cc1 (configuration not stated)	-6	1.1	97	/	88	-0.53	17	1	-30	1
COc1ccc(NC(=O)Nc2sc(NS(=O)(=O)c3ccccc3)nc2C)cc1	-3	1	85	3	99	0.15	8	16	-3	1.1
CCn1cc([N+](=O)[O-])c(C(=O)Nc2nc(-c3ccc(C)c(C)c3)c(C)s2)n1	-4	1	102	11	63	/	45*	-3	-11	0.96
COc1ccc(OCC(=O)N2CCN(S(=O)(=O)c3ccc(Cl)cc3)CC2)cc1	-5	1	107	/	100	-0.43	1	-1	/	1
CSc1nc(C)c2cc(C)oc2n1	-3	1	99	1	91	/	15	-1	-1	1.2
CCOC(=O)c1c(C2CC2)csc1NC(=O)COC(=O)c1cc(OC)c(OC)cc1[N+](=O)[O-]	-4	1	101	12	100	-0.22	-3	-1	-12	1.1
CCOCCCNC(=S)N1CCC(NC(=O)c2ccco2)CC1	-5	1.1	102	-1	102	0.92	3	-3	1	1
Cc1c(NC(=S)Nc2ccccc2C(F)(F)F)cccc1[N+](=O)[O-]	0	1	98	12	113	/	-21	2	-12	1.2
Cc1ccc(-c2noc(CN3CCN(c4ccccc4F)CC3)n2)cc1	-4	1	99	-2	100	/	5	1	2	1.1
CCCCn1nnnc1SCC(=O)N1CCOCC1	-9	1.1	98	-9	90	/	15	2	8	1.5
Cc1ccc(N(CC(=O)O)C2SC(=O)NC2=O)cc1 (configuration not stated)	-3	1	108	-17	101	0.5	3	-9	17	1
CCc1ccccc1NC(=S)N(Cc1cccnc1)Cc1ccco1	-9	1.1	101	2	106	-0.21	-8	-2	-2	1.1
O=C(c1ccc2c(Cl)c3c(nc2c1)CCCC3)N1CCC(N2CCCCC2)CC1	-12	1.1	103	13	101	-0.72	-1	-4	-13	0.6
COC(=O)c1ccc(-c2ccco2)n1Cc1nc(-c2ccc(OC)c(OC)c2)oc1C	-2	1	101	8	99	/	5	-3	-8	0.99
CC1CCN(C(=O)c2cc(N3C(=O)C4C5CCC(C5)C4C3=O)ccc2Cl)CC1 (configuration not stated)	-1	1	98	5	110	-0.25	-3	2	-6	1.1
COCCn1c(C2CCCCC2)nc2sc3ccccc3c(=O)c2c1=O	-6	1.1	105	-9	100	0.59	5	-5	9	1.6
COc1ccc(-n2cnc3cc(NS(=O)(=O)c4ccc(C)cc4)ccc32)cc1	-9	1.1	105	-4	110	0.76	-5	-5	4	0.93

Rows were taken by chance. About 7.1% of those tested had a hit in this group.
